Bioassay records (PubChem BioAssay)
AID2073: disruptors of CaV2.2 binding to Mint1 – biochemical, HTRF (AID 2073); HTRF protein-protein interaction, Mint1-CaV2.2; higher % means a stronger effect; 0.19% of 290,000 active; inhibition, % at 20 µM; hits with a dose series show IC50 in µM; in the data active means inhibition mostly above about 51%, no sharp cut-off; further: some results filed as inactive read as strong as hits
Ins promoter up: MIN6 insulin promoter up-regulation. AID 1625. MIN6 insulin promoter-GFP reporter, high-content imaging; hits give high values. 0.3% of 190,000 active. z-score at 5 µM;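 active means z-score above 3 at 5 µM with at least 500 cells counted in the well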
HIV peptide binding: cell-free HIV fusion peptide-binding blockers – biochemical, uHTS, fluorescence dequenching, primary screen (AID 1986); cell-free peptide binding, fluorescence dequenching, 30 min; higher % means a stronger effect; inhibition, % at 20 µM; hits with a dose series show IC50 in µM; 0.3% of 290,000 active; in the data active means inhibition mostly above about 52%, no sharp cut-off; inactive means mostly below about 76%; further: some results filed as inactive read as strong as hits
b-catenin transl: modulators of beta-catenin nuclear translocation | HeLa beta-catenin nuclear translocation, immunofluorescence imaging | nuclear translocation activity, % at 5 µM | 0.3% of 190,000 active;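 active means nuclear translocation activity above 50% at 5 µM, with a well cell count of 50 or more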;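 further: per-cell ratio of nuclear to cytoplasmic median beta-catenin stain intensity; plate controls were DMSO negative control for no effect and GSK-3 inhibitor IX positive control for full effect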
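System: HeLa cells, endogenous beta-catenin; compound dosing: 5 µM primary single dose, 0.1% DMSO, 0.02–20 µM confirmation series; incubation: 24 h compound exposure at 37°C, 5% CO2; signal: beta-catenin immunofluorescence imaging with DAPI; evaluation: % activation, nuclear-to-cytoplasmic median beta-catenin signal ratio per cell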
WT yeast gro inh: growth inhibition of WT yeast, mitochondrial fusion screen. mitochondrial fusion phenotypic screen, WT strain. 2.1% of 190,000 active. AID 1362. inhibition, % at 10 µM; in the data active means inhibition above about 58%; tested in S. cerevisiae
Autophagy HCS: modulators of autophagy; 0.98% of 190,000 active; MEF GFP-LC3 puncta imaging; test concentration mostly 10 µM; calls only at 10 µM (by protocol);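 active means percentage of spot-positive cells more than 3 SD above its plate mean, without a fluorescence outlier flag or 80% toxicity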;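 further: spot-positive cell cutoff set from DMSO-treated cells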
Dynein transport: blocks dynein driven cargo transport along microtubules; 3617.4 mouse cells, GR-EGFP nuclear translocation imaging; test concentration mostly 20 µM; stimulated with dexamethasone, 1 µM; hits give low values; z-score, hits read low; 0.47% of 220,000 active; AID 1381;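 active means plate z-score of nuclear minus cytoplasmic receptor signal below a set negative limit, without overly bright fluorescence or cell loss, cut at about -3.5 in these data, passing the limit was not always enough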;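 further: z-score of nuclear minus cytoplasmic ring GR-EGFP intensity difference per well; some compounds called inactive have numbers as strong as hits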
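Buffer or medium: tetracycline-free induction medium containing charcoal-stripped FBS / Reagent: dexamethasone agonist, 1.0 µM final, for 30 min / Technique: automated 10x imaging of fixed Hoechst-stained cells / Times: induction 48 h, compound 1 h, agonist 30 min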
Yfh1-off respiration: enhancers of respiration in Yfh1-depleted yeast, dose response, Friedreich's ataxia, plus single-dose screen (AID 1465). S. cerevisiae Yfh1-off respiration, WST-1 reduction, 72 h; higher fold induction means a stronger effect. fold induction at 50 µM, or EC50 in µM where a hit was titrated. 0.074% of 220,000 active;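 active means fold induction of absorbance versus untreated yeast above a set limit, then at least 30% activation at any dose in follow-up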;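 further: activators that raise dye reduction in frataxin-depleted yeast; strong numbers were not always called active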
MT stabilize HCS: microtubule stabilizers in HeLa cells; HeLa tubulin immunostaining HCS, 24 h; share of cells brighter than vehicle mean+2SD; % tubulin-high responders, % at 10 µM; 0.83% of 200,000 active; AID 2205;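 active means plate Z-score above 3 for both tubulin-high and condensed-nucleus cell shares, with cell loss under 80%, at 10 µM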;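 further: anti alpha tubulin signal scored within the nucleus-defined area of each cell; some results filed as inactive read as strong as hits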
WT yeast gro inh mutant strain: recorded beside WT yeast gro inh, whose call it bears; inhibition, %; mitochondrial fusion phenotypic screen, mutant strain inhibition
Dynein transport cytoplasmic EGFP: second read-out of Dynein transport, no call of its own (marks repeat the call); z-score; measured here: cytoplasmic GR-EGFP intensity; hits give high values
Dynein transport nuclear GR-EGFP: recorded beside Dynein transport, whose call it bears; z-score; measured here: nuclear GR-EGFP intensity;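 lower value marks the stronger effect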
Dynein transport cell count: recorded beside Dynein transport, whose call it bears; z-score; measured here: cell count per field
Ins promoter up cell count: second read-out of Ins promoter up, no call of its own (marks repeat the call); cell count; measured here: cytotoxicity, nuclei count;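 total cells summed across four imaged fields per well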
b-catenin transl cell count 5 µM: also measured in b-catenin transl; calls as there; cell count; measured here: cell count, cytotoxicity flag
MT stabilize HCS Hoechst-high %: also measured in MT stabilize HCS; calls as there; % Hoechst-high responders; measured here: nuclear condensation Hoechst responders;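 share of cells brighter than vehicle mean plus two SD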
MT stabilize HCS cytotoxicity %: further read-out of MT stabilize HCS, marked with its call; toxicity, %; measured here: cytotoxicity by cell density;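 0% = mean cell density of plate MIN control wells and 100% = no cells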
Autophagy HCS cell loss 18 h: second read-out of Autophagy HCS, no call of its own (marks repeat the call); toxicity, %; measured here: cell loss, nuclei count;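 cell loss after 18 h compound exposure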
Active calls of the source: *; i = inactive; nt = no result given.

SMILES | AID2073 | Ins promoter up | Ins promoter up cell count | HIV peptide binding | b-catenin transl | b-catenin transl cell count 5 µM | WT yeast gro inh | WT yeast gro inh mutant strain | Autophagy HCS | Autophagy HCS cell loss 18 h | Dynein transport | Dynein transport cytoplasmic EGFP | Dynein transport nuclear GR-EGFP | Dynein transport cell count | Yfh1-off respiration | MT stabilize HCS | MT stabilize HCS Hoechst-high % | MT stabilize HCS cytotoxicity %
Cc1sc2nc3c4ccccc4c(NCc4ccco4)nn3c(=O)c2c1C | 6% | -1.2 | 1185 | -1.5% | 0.4 | 949 | 63* | 11* | i | -2 | -0.75 | -0.17 | -0.22 | 0.58 | i | 3.8 | 2.7 | 3.9
CCN(CC)S(=O)(=O)c1ccc2[nH]cc(C(=O)NCCCN3CCCCC3C)c(=O)c2c1 (stereo not drawn) | -2% | 0.3 | 886 | -2.7% | -3.7 | 1071 | -8 | 3 | i | -10 | -0.83 | -0.068 | -0.46 | 0.43 | i | 2.3 | 1.6 | 7.0
CCC(=O)c1ccc(OCC(O)Cn2cnc3ccccc32)cc1 (stereo not drawn) | 12% | -1.2 | 961 | -1.5% | 5.3 | 1372 | -1 | -5 | i | -4 | -0.67 | -0.21 | -0.17 | 0.28 | i | 1.8 | 1.9 | 8.0
Cc1oc(C(C)(C)C)c(CN2CCOCC2)c1C(=O)O | -4% | 0.13 | 1451 | 0.2% | -2.4 | 1069 | -4 | -13 | i | 17 | -0.098 | -0.36 | 0.24 | 0.54 | i | 1.7 | 0.6 | 5.3
O=C(c1ccc(Oc2ccc(C(F)(F)F)cn2)cc1)N1CCN(c2ccccc2)CC1 | 0% | nt | nt | -1.4% | nt | nt | -27 | 0 | i | 8 | 0.033 | -0.2 | -0.28 | 0.4 | i | 1.9 | 1.5 | 3.0
CCC(C)(C)NC(=O)C(c1ccccn1)N(C(=O)c1csnn1)c1ccc(C)c(C)c1 (stereo not drawn) | -5% | 0.63 | 1248 | 1.8% | -0.1 | 1119 | 6 | 5 | i | 11 | -0.13 | -0.053 | 0.048 | -0.042 | i | 1.4 | 1.6 | 0.1
COc1cc(NC(=O)c2ccccc2NS(=O)(=O)c2ccc(Cl)s2)cc(OC)c1 | 16% | -0.09 | 911 | 67% | -1.4 | 1028 | 67* | 46* | i | 2 | -0.2 | -0.21 | -0.024 | 0.3 | i | 4.5 | 2.1 | 0.4
O=C(NCc1ccncc1)C(=O)C1C(=O)Nc2ccccc21 (stereo not drawn) | 6% | -0.53 | 1285 | -0.5% | 3.1 | 1093 | -32 | -41 | i | -6 | -0.59 | -0.19 | -0.46 | 0.081 | i | 3.4 | 2.9 | 3.6
CCCCCCNc1nc(-c2ccc(OC)cc2)c(CCC(=O)O)s1 | -11% | 0.66 | 1442 | 0.8% | 2.1 | 1086 | 6 | 5 | i | 5 | -0.52 | -0.25 | -0.36 | 0.5 | i | 9.0 | 2.2 | 7.6
Cc1ccccc1NC(=S)N(CCN1CCCCC1)Cc1ccco1 | 8% | -1 | 1245 | -0.6% | -2.9 | 1080 | 10 | 13 | i | 5 | 0.2 | -0.23 | 0.41 | 0.53 | i | 5.8 | 2.3 | 19
Cn1nnc2cc(C(=O)Nc3ccccc3)ccc21 | 0% | -0.85 | 1393 | 0.6% | -1.9 | 1107 | 16 | -2 | i | 5 | 0.43 | -0.24 | 0.55 | -0.76 | i | 2.5 | 1.8 | 0.9
C[N+](C)(C)CCOC(=O)C1(c2ccccc2)CCCC1 | -9% | 0.38 | 961 | -2.7% | -4.8 | 1236 | 4 | 10 | i | -9 | 0.63 | -0.16 | 0.42 | -0.17 | i | 2.5 | 2.1 | 5.2
Clc1cccc(N=NN2CCOCC2)c1Cl | 8% | -0.29 | 1405 | 0.8% | -2.5 | 1110 | nt | nt | nt | nt | 0.42 | -0.26 | 0.3 | -0.53 | i | nt | nt | nt
CC(C)CNc1nc(Oc2ccc(=O)n(-c3ccccc3)n2)nc(N2CCOCC2)n1 | -2% | -0.22 | 1469 | 0.4% | -0.1 | 1464 | -30 | -6 | nt | nt | -0.75 | -0.2 | -0.08 | 0.35 | i | 1.5 | 1.9 | 6.8
CCOc1ccc(NC(=O)Cn2nc(-c3ccccc3Cl)n(CC)c2=S)cc1 | -4% | -0.1 | 1073 | -2.9% | 3.9 | 1368 | -1 | 14 | i | -22 | -0.45 | -0.2 | 0.32 | 0.41 | i | 2.4 | 2.9 | 1.1
CCc1ccccc1N1CC23C=CC(O2)C(C(=O)O)C3C1=O (stereo not drawn) | 14% | nt | nt | 0.9% | 3.0 | 1047 | 10 | 10 | nt | nt | -0.13 | -0.048 | 0.28 | 1.8 | i | 9.7 | 2.1 | 3.8
Cc1nn(C)cc1C(C)NCc1c(C(=O)N2CCCCCCC2)nc2ccc(Cl)cn12 (stereo not drawn) | -4% | -0.42 | 1432 | -0.3% | -0.6 | 1075 | 7 | 2 | i | 13 | 2.9 | 0.097 | 2 | -2 | i | 2.7 | 1.2 | 9.4
CCc1ccc2c(c1)C(c1cccs1)=NNC(c1cccnc1)=N2 | 43% | -0.15 | 1468 | 1.3% | 4.5 | 1405 | -3 | -6 | i | 8 | -0.36 | -0.15 | 0.095 | 0.039 | i | 2.7 | 1.9 | 2.0
COC(=O)c1cc(OC)c(OC)c(OC)c1[N+](=O)[O-] | 15% | -0.45 | 982 | 1.7% | -0.9 | 1358 | nt | nt | nt | nt | -0.0087 | -0.81 | -0.15 | -0.28 | i | nt | nt | nt
CCCC(C)C(=O)Nc1ccc2c(c1)OCCO2 (stereo not drawn) | -1% | nt | nt | -0.7% | nt | nt | -3 | -3 | i | 2 | -1.7 | -0.24 | -0.98 | 0.1 | i | 3.7 | 1.7 | 1.4
COc1cccc(N(C(=O)Cn2nnc(-c3ccc(C)o3)n2)C(C(=O)NC(C)(C)C)c2cccs2)c1 (stereo not drawn) | 6% | nt | nt | 3.0% | 5.0 | 487 | 13 | -6 | i | -1 | -0.11 | -0.22 | -0.11 | -0.18 | i | 3.2 | 1.9 | 10
OCCOCCNc1ncnc2nc[nH]c12 | 7% | 1.6 | 1796 | -2.3% | -0.1 | 1055 | 17 | 11 | i | -3 | -0.41 | -0.25 | 0.071 | 1.2 | i | 2.7 | 2.4 | 8.3
Cc1ccc(/C=C2\SC(=S)N(CCCC(=O)Nc3ccc(O)cc3)C2=O)cc1 | 14% | 0.93 | 1056 | -2.6% | -0.7 | 1421 | nt | nt | nt | nt | 3 | 0.18 | 1.7 | -2.7 | i | nt | nt | nt
CCO[C@H]1OC(C(=O)N2CCN(Cc3ccc4c(c3)OCO4)CC2)=C[C@@H](C2CCCCC2)[C@@H]1CCCO | -17% | -0.82 | 1322 | -0.3% | 0.0 | 1104 | 14 | -4 | i | -2 | 0.82 | -0.27 | 0.93 | -1 | i | 1.6 | 0.6 | 9.2
O=C(N1CCOCC1)N(Cc1ccccc1)c1ccccn1 | -2% | nt | nt | 2.0% | -1.7 | 929 | -10 | -2 | i | -9 | -0.2 | -0.21 | 0.21 | 0.33 | i | 4.4 | 2.4 | 6.4

Sorted by value in HIV peptide binding (rising): 3 from the list above.
SMILES | AID2073 | HIV peptide binding | WT yeast gro inh mutant strain | Dynein transport | Dynein transport cytoplasmic EGFP | Dynein transport nuclear GR-EGFP | Dynein transport cell count | MT stabilize HCS Hoechst-high %
OCCOCCNc1ncnc2nc[nH]c12 | 7% | -2.3% | 11 | -0.41 | -0.25 | 0.071 | 1.2 | 2.4
CCC(=O)c1ccc(OCC(O)Cn2cnc3ccccc32)cc1 (stereo not drawn) | 12% | -1.5% | -5 | -0.67 | -0.21 | -0.17 | 0.28 | 1.9
CCc1ccc2c(c1)C(c1cccs1)=NNC(c1cccnc1)=N2 | 43% | 1.3% | -6 | -0.36 | -0.15 | 0.095 | 0.039 | 1.9

Next part
SMILES | AID2073 | Ins promoter up | Ins promoter up cell count | HIV peptide binding | b-catenin transl | b-catenin transl cell count 5 µM | WT yeast gro inh | WT yeast gro inh mutant strain | Autophagy HCS | Autophagy HCS cell loss 18 h | Dynein transport | Dynein transport cytoplasmic EGFP | Dynein transport nuclear GR-EGFP | Dynein transport cell count | Yfh1-off respiration | MT stabilize HCS | MT stabilize HCS Hoechst-high % | MT stabilize HCS cytotoxicity %
COc1ccc(-c2ccc3nnc(SCC(N)=O)n3n2)cc1 | 44% | -0.12 | 1344 | 1.3% | -0.1 | 1095 | -8 | 9 | i | -8 | 0.047 | -0.23 | -0.33 | 0.8 | i | 3.7 | 2.4 | 13
C#CCOCCOCCOCCNc1nc(N2CCN(C(=O)[C@H](CCC(=O)O)n3cc(C(N)CC(C)C)nn3)CC2)nc(N2CCN(C(=O)[C@H](Cc3cc4ccccc4[nH]3)n3cc(C(N)[C@H](C)CC)nn3)CC2)n1 (stereo partly drawn) | 10% | -0.21 | 1505 | 0.0% | -2.0 | 1174 | -30 | -18 | i | -5 | -1.1 | -0.32 | -0.33 | 0.48 | nt | 1.3 | 1.4 | 8.1
C=C(C)CSc1nnc2n(C)c(=O)c3c4c(sc3n12)CCC4 | -18% | -0.23 | 1330 | 0.3% | -5.7 | 1251 | 28 | 20 | i | -20 | -1.7 | -0.094 | -0.5 | 0.069 | i | 4.1 | 2.1 | 18
Cc1cccc2cc(CN(Cc3ccco3)C(=O)c3cccs3)c(=O)[nH]c12 | 15% | 0.42 | 1199 | -2.3% | nt | nt | -3 | -12 | i | -4 | 1.1 | -0.099 | 0.42 | 0.19 | i | 3.1 | 2.4 | 7.6
COc1ccc(N(CC(=O)N/N=C/c2ccco2)S(=O)(=O)c2ccccc2)cc1Cl | -2% | -0.27 | 1411 | -3.5% | -3.8 | 1175 | nt | nt | nt | nt | -0.03 | -0.29 | -0.42 | -0.16 | i | nt | nt | nt
CCN1CCN(CCCN(Cc2cccs2)C(=S)Nc2ccccc2C)CC1 | -12% | -0.84 | 1270 | -0.8% | -4.7 | 1067 | -2 | 11 | i | 12 | -0.25 | -0.13 | 0.22 | 0.52 | i | 5.6 | 2.2 | 10
